Bioassay records as filed in PubChem BioAssay.
PGC1a acetyl inh: modulators of PGC1a acetylation; 0.17% of 350,000 active; inhibition, % at 15.6 µM; AID 651687; U2OS PGC1a acetylation, AlphaScreen anti-acetyl-lysine; with virally co-expressed GCN5 acetyltransferase;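 active = every replicate shows inhibition of at least 40%; inconclusive = mean inhibition at least 40% but some replicate below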;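 note: 0% = neutral control wells and 100% = positive control wells; some results beyond the cut were filed as inactive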
GSIS activator: primary screen for activators of insulin secretion dependent on glucose, INS-1E cells, GLuc reporter luminescence; INS-1E GLuc reporter insulin secretion, 2-3 h; activation, % at 16.6 µM; 0.61% of 370,000 active;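 active = lowest replicate activation of at least 40%, so every replicate reaches that level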;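 note: 0% = median of neutral control wells and 100% = median of IBMX positive control wells; some compounds called inactive have numbers as strong as hits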
Statin myotox sup: protects C2C12 myotubes from simvastatin toxicity. 0.78% of 330,000 active. rescue of ATP level, % at 7.49 µM. AID 602340. ATP luminescence, 48 h; scaled: DMSO 0, geranylgeraniol control 100;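 active = mean ATP rescue above about 67%, or every replicate alone reaching that limit, limit read from the data, passing the limit was not always enough; inconclusive = no clear call, values can overlap the other calls; inactive = mean under the limit and some replicate under it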;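 note: myotubes were challenged with 10 µM simvastatin during compound exposure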
ARNT TACC3 PPI: disrupts binding between human ARNT and TACC3; Q9Y6A5; AlphaScreen His-ARNT PAS-B/GST-TACC3 binding, luminescence; TACC3 fragment carries E629A point mutation; inhibition, % at 9.99 µM; 0.66% of 390,000 active;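 active = mean inhibition of replicates at least 50% and at least half of replicates each reaching 50%; inconclusive = half or more replicates reach 50% but mean below 50%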;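 note: 0% = complete ARNT plus TACC3 wells and 100% = ARNT alone without TACC3; many hits fall short of the cut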
LGR2 inh: inhibitors of bursicon-induced Drosophila LGR2 receptor cAMP signaling. HEK293 LGR2, CRE-luciferase, bursicon-stimulated, 4 h. inhibition, % at 9.99 µM. 0.35% of 380,000 active;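 active = drop in luminescence signal, shown as inhibition above about 50% in the replicate tests, limit read from the data, passing the limit was not always enough; inconclusive = probably only some replicates passing the limit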;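 note: agonist challenge used bursicon conditioned medium at about half maximal strength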
Cneo AK release: Cryptococcus neoformans lysis via adenylate kinase release; C. neoformans lysis, adenylate kinase release luminescence, 4 h; normalised: neutral wells 0, clomiphene wells 100; lysis activity, % at 15 µM; 0.2% of 360,000 active; AID 651654;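 active = mean lysis activity across replicates of at least 80%, whatever share of replicates individually reach that level; inactive = mean lysis activity below 80%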
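Material: C. neoformans cells; Schedule: 4 h static compound exposure, 37 °C, read 1 h post-reagent; Measured by: adenylate kinase release luminescence; Read-out: signal increase indicating cell lysis; Controls: Clomiphene as positive lysis control.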
PglD DTNB: PglD (C. jejuni) enzyme inhibition; purified PglD enzyme, DTNB colorimetric CoA detection; inhibition, % at 12.5 µM; 0.098% of 360,000 active; AID 602405; in the data active = inhibition above about 16%, passing the limit was not always enough; inconclusive = no clear call, values can overlap the other calls; note: strong numbers were not always called active
PAX8 reporter: lowers PAX8-driven luciferase in RMG-I cells; AID 652154; inhibition, % at 12.6 µM; RMG-I TPO-luciferase reporter, SteadyGlo, 24 h; 1.2% of 360,000 active;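 active = mean replicate inhibition at least 60% with every replicate also reaching 60%; inconclusive = only one of the two criteria is met; inactive = mean below 60% and not all replicates reaching 60%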;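 note: luciferase light reporting Pax8 driven TPO promoter activity; plate controls were median of neutral control wells for no effect and mitoxantrone controls for full effect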
Numbers without * were called inactive; ? = inconclusive; . = no result given. This is a random part of the collection; 2.9% or so of the library scored in one or more.

SMILES	PGC1a acetyl inh	GSIS activator	Statin myotox sup	ARNT TACC3 PPI	LGR2 inh	Cneo AK release	PglD DTNB	PAX8 reporter
CC(=O)N1CCN(c2ccc(NC(=O)c3ccccc3C)cc2)CC1	-5	-1	-5	-4	5	-1	12	1
C/C(Cn1cnc([N+](=O)[O-])n1)=N\NC(=O)c1ccc(O)cc1O	4	6	.	12	-14	.	.	-12
C[C@@H]1CN([C@@H](C)CO)C(=O)c2cc(NS(=O)(=O)c3cn(C)cn3)ccc2O[C@@H](C)CCCCO[C@@H]1CN(C)C(=O)CCCN(C)C	-2	6	.	7	-4	51	0	10
C[C@@H]1CN([C@@H](C)CO)C(=O)c2cc(NS(C)(=O)=O)ccc2O[C@@H](C)CCCCO[C@H]1CN(C)CC1CC1	-3	-16	.	-3	9	-4	13	-4
CCC(C)C1Nc2ccc(C(=O)NCCc3ccc(OC)c(OC)c3)cc2NC1=O (stereo not given)	.	.	-15	-4	.	1	-2	.
Cc1c(C(=O)N2CCN(c3ccccn3)CC2)oc2c1C(=O)CC(C)(C)C2	-8	1	-14	5	-7	4	-4	6
C[C@H](CO)N1C[C@H](C)[C@@H](CN(C)Cc2ccc3c(c2)OCO3)Oc2c(NC(=O)Nc3ccc(C(F)(F)F)cc3)cccc2C1=O	-3	-14	-66	5	60*	-2	3	.
CC(Sc1nnc(-c2ccncc2)n1C)C(=O)NCC(=O)Nc1ccc(F)c(F)c1F (stereo not given)	-4	12	-8	.	2	1	-5	-8
O=C1OCCC1Sc1nnc(-c2ccco2)n1-c1ccccc1 (stereo not given)	2	7	.	15	3	.	.	16
CCOC(=O)c1c(N)n(C2CC(C)(C)NC(C)(C)C2)c2nc3ccccc3nc12	-5	.	-12	21	.	-2	2	.
CC1C(=O)Nc2ccccc2N1C(=O)c1cccc(C(F)(F)F)c1 (stereo not given)	.	-6	5	-8	10	-1	9	-12
CCCCn1c(N)c(N(CC(C)C)C(=O)c2ccc(S(=O)(=O)N(CC)c3ccccc3)cc2)c(=O)[nH]c1=O	-3	6	-3	-5	1	2	4	-10
O=[N+]([O-])c1cccnc1Nc1ccc(Cl)cc1	1	-4	6	.	-17	-1	-1	0
NS(=O)(=O)c1cccnc1Nc1cccc(Cl)c1Cl	-19	.	24	-1	.	1	6	.
O=C1C2CCCN2C(c2cccc(Br)c2)N1c1ccc(F)cc1 (stereo not given)	-8	13	12	-5	1	0	-4	-10
COc1ccc(-c2ccccc2[C@@H]2[C@@H](C#N)N(C(=O)C3CC3)[C@H]2CO)cc1	1	4	.	.	-13	.	.	-2
CC(C)C(=O)Nc1ccc2c(c1)C(=O)N(C)[C@H]1CC[C@@H](CC(=O)NCCCN(C)C)O[C@H]1CO2	8	2	-68	.	21	3	0	-49
Cc1ccc(S(=O)(=O)N2CCCCC2)cc1C(=O)NCc1ccccn1	.	6	3	15	8	3	3	4
CC(=O)c1cccc(NC(=O)c2ccc3ccccc3c2)c1	-3	-5	-20	-3	-40	-10	-1	-83
CCCNC(=O)N1C[C@@H](O)COC[C@@H]2O[C@@H](CC(=O)N3CCCCC3)CC[C@H]21	-2	-4	-6	-7	29	0	-2	-3

Reprinted at random: 3 entries already listed
SMILES	PGC1a acetyl inh	GSIS activator	Statin myotox sup	ARNT TACC3 PPI	LGR2 inh	Cneo AK release	PglD DTNB	PAX8 reporter
CCC(C)C1Nc2ccc(C(=O)NCCc3ccc(OC)c(OC)c3)cc2NC1=O (stereo not given)	.	.	-15	-4	.	1	-2	.
CC(=O)c1cccc(NC(=O)c2ccc3ccccc3c2)c1	-3	-5	-20	-3	-40	-10	-1	-83
C[C@@H]1CN([C@@H](C)CO)C(=O)c2cc(NS(C)(=O)=O)ccc2O[C@@H](C)CCCCO[C@H]1CN(C)CC1CC1	-3	-16	.	-3	9	-4	13	-4

Additional compounds follow:
SMILES	PGC1a acetyl inh	GSIS activator	Statin myotox sup	ARNT TACC3 PPI	LGR2 inh	Cneo AK release	PglD DTNB	PAX8 reporter
CCOC(=O)N1CCN(CC(O)c2ccc3cc[nH]c3c2)CC1 (stereo not given)	.	20	5	2	6	-4	-4	3
CCCNC(=O)[C@H]1[C@H](CO)[C@H]2Cn3c(ccc(-c4cncnc4)c3=O)[C@H]2N1C(=O)c1ccccc1F	.	12	-2	-4	7	-2	2	.
CCC(C)(C)NC(=O)C(c1ccccc1Cl)N(C(=O)CCC(=O)Nc1cc(C)on1)c1ccc(NC(C)=O)cc1 (stereo not given)	.	7	1	0	9	0	-1	-3
CN1C(=O)c2cc(NC(=O)c3cnccn3)ccc2OC[C@@H]2O[C@H](CC(=O)O)CC[C@@H]21	4	6	11	4	0	1	-2	-3
COc1ccccc1-n1c(SCc2cc(=O)oc3cc(O)ccc23)nc2ccccc2c1=O	.	-4	.	10	7	.	.	29
COCCNCC(=O)NCC12CC3CC(CC(C3)C1)C2	4	.	-13	-2	.	-1	-2	.
COc1ccccc1NC1=CC(=O)CC(c2ccccc2)C1 (stereo not given)	6	4	.	2	-1	1	-3	33
CCCNC(=O)C[C@H]1CC[C@@H]2[C@H](COc3ccc(NC(=O)c4ccccc4)cc3C(=O)N2C)O1	-2	-1	-6	-5	-8	-2	-1	-4
O=P(O)(OCc1ccccc1)OCc1ccccc1	-16	6	-2	.	-6	-2	3	.
COc1ccc(-c2nc3n(n2)C(=O)CC(c2ccco2)S3)cc1 (stereo not given)	-9	.	13	-28	.	-1	6	.
COc1ccc(C2=NOC(Cn3nc(-c4ccccc4)cc3C(=O)NCc3ccco3)C2)cc1 (stereo not given)	0	-32	4	-3	3	2	1	21
O=C(O)CC(C(=O)O)N1C(=O)/C(=C/c2ccc(-c3nc4ccccc4s3)o2)SC1=S (stereo not given)	-1	-15	18	42	-7	-1	6	.
CC(=O)OCC1(C)CN(c2ccccc2)N(C(C)=O)C1=O (stereo not given)	.	16	.	0	2	.	.	-13
CO[C@H]1/C=C/O[C@@]2(C)Oc3c(C)c(O)c4c(O)c(c5c(c4c3C2=O)NC2(CCN(CC(C)C)CC2)N=5)=NC(=O)/C(C)=C\C=C\[C@H](C)[C@H](O)[C@@H](C)[C@@H](O)[C@@H](C)[C@H](OC(C)=O)[C@@H]1C	-5	-11	-34	.	?	2	-2	.
COc1ccc(C(=O)N(c2ccccn2)C2CCCCC2)c(OC)c1	-1	5	-2	-1	-2	2	1	6
Clc1ccc(CSc2nnc(-c3sccc3-n3cccc3)o2)cc1	-11	.	.	-3	.	1	0	.
Cc1cc(OC(C)C(=O)NCCCN2CCOCC2)c2c(C)cc(=O)oc2c1 (stereo not given)	-10	22	-4	-2	-1	-1	-1	-2
N#Cc1cc2ccccc2nc1SCC(=O)Nc1ccc(S(=O)(=O)N2CCCC2)cc1	-20	22	-14	-4	.	1	2	.
CCOC(=O)c1nn(-c2ccc(F)cc2)c(C)c1C(C)=O	1	18	74*	9	17	1	-5	.
C[C@@H]1CCCCO[C@H](CN(C)C(=O)c2ccncc2)[C@H](C)CN([C@H](C)CO)C(=O)c2cc(NC(=O)CCC(F)(F)F)ccc2O1	0	1	.	4	7	82*	-3	-17
Cc1nc2ccccc2c(=O)n1/N=C/c1ccccc1Cl	.	7	-14	-3	-16	2	-6	-106
Cc1ccc(NNC(=O)c2cc(C)on2)c(C)c1	-1	14	.	-8	18	.	.	-8
O=C(CCOc1ccccc1)Nc1ccccc1	-4	8	.	-3	-19	.	.	.
c1ccc(N=C(c2cccs2)N2CCOCC2)cc1	3	.	-18	-2	.	-1	1	.
O=C(c1ccccc1)c1ccc(N2CCN(C(=O)c3ccc(F)cc3F)CC2)c(F)c1	-15	-21	-17	.	3	-1	-2	4
O=C(COC(=O)c1ccc(Cl)c(S(=O)(=O)NCc2ccccc2)c1)NCC1CCCO1 (stereo not given)	.	24	7	-3	7	2	-6	-4
CC1=Nn2c(nc(-c3ccccc3)c2-c2ccccc2)N(CC(N)=O)C(=O)C1	2	.	.	7	.	0	1	.
O=C(O)CN1C(=O)/C(=C\c2cc(Br)ccc2OCc2ccc(F)cc2)SC1=S	-4	6	7	4	11	-7	-9	-2
Cn1cccc1/C=C1\SC(=O)N(c2ccccc2)C1=O	-11	14	.	13	-17	-2	-3	-146
CC(C)Oc1ccc(C2CC(=O)N(c3ccccc3)C2=O)cc1 (stereo not given)	14	-1	.	-5	13	.	.	.
COc1ccc(C(=O)c2c(C)c3cc(C)ccc3n2CC(O)CN2CCOCC2)cc1 (stereo not given)	.	-17	.	14	-11	.	.	24
O=C(NC(c1ccccc1)c1ccc2ccccc2n1)C1CCN(Cc2cccc(C(F)(F)F)c2)CC1 (stereo not given)	.	-27	-4	.	4	0	-5	-6
COc1ccccc1CN(C)C[C@H]1OCc2cnnn2CCCC(=O)N([C@@H](C)CO)C[C@H]1C	10	2	-7	0	4	4	-1	.
Cc1nc2ccc(NC(=O)c3ccc(Cl)c(S(=O)(=O)N(C)c4ccccc4)c3)cc2s1	2	-24	-35	-2	7	-10	-1	43
C/C(Cc1ccccc1)=N\NC(=O)CNC(=O)c1cccc(Br)c1	.	2	.	3	-2	.	.	1
COCC#Cc1ccc2c(c1)O[C@@H](CN(C)Cc1cccnc1)[C@@H](C)CN([C@H](C)CO)S2(=O)=O	-7	34	4	-1	-10	2	5	-14
O=C(NCC1OCCc2ccccc21)c1cc(COc2ccc(F)cc2Cl)on1 (stereo not given)	.	17	.	-2	-29	.	.	-16
CC(=O)c1c(C)n([O-])c2cc(F)c(F)cc2[n+]1=O	.	20	.	-3	-4	.	.	35
CN(Cc1cnn(C)c1)C(=O)CC1C(=O)NCCN1Cc1cccc(Oc2ccccc2)c1 (stereo not given)	-2	-15	12	5	-1	-4	4	14
N#C[C@@H]1[C@@H](c2ccc(C#CC3CCCC3)cc2)[C@@H](CO)N1C(=O)Cc1ccccn1	-4	0	.	.	-16	.	.	-13
COc1ccc2c(c1)OCC(O)(c1ccccc1)C2=O (stereo not given)	4	-5	2	-5	-57	-1	-1	-26
CN1CCN(c2nc(-c3ccc(C(C)(C)C)cc3)nc3ccccc23)CC1	-9	-10	-108	3	-24	-3	-12	?
CO[C@H]1CN(C)C(=O)c2cc(NC(=O)c3ccccc3F)ccc2OC[C@H](C)N(C(=O)c2ccccc2F)C[C@@H]1C	13	6	-3	-1	-10	-10	-5	-10
O=C(CN1C(=O)CC(c2ccccc2)S(=O)(=O)c2ccccc21)N1CCCCC1 (stereo not given)	.	23	.	-3	12	.	.	-17
CCOc1ccc(OCc2ccc(C(=O)NC(C)(C)C)o2)cc1	-4	9	0	-6	-1	3	4	-8
COc1ccc(C(C)NC(=O)C2CCN(CCCc3ccccc3)CC2)cc1OC (stereo not given)	15	-6	13	.	-8	0	0	.
O=[N+]([O-])c1ccc(N2CCCC2)cc1NC(c1ccccc1)c1ccccc1	-3	.	.	1	.	-1	2	.
CC(SC1=NCCN1S(C)(=O)=O)c1ccccc1 (stereo not given)	9	19	3	-2	3	0	-2	-16
C/C(=N\NC(=O)c1nnn(-c2nonc2N)c1CN1CCCCC1)c1ccccc1O	.	16	13	10	-8	0	0	5
C[C@@H]1CN([C@H](C)CO)C(=O)c2cccc(NC(=O)Nc3ccc4c(c3)OCO4)c2O[C@@H]1CN(C)Cc1ccc(Oc2ccccc2)cc1	.	-25	11	.	0	-8	9	.
O=C(Nc1nccs1)C1C2/C=C\CCCCC21 (stereo not given)	-21	5	6	-5	0	2	-12	.
CCCN1C[C@H](C)[C@H](OC)CN(C)C(=O)c2ccc(NS(=O)(=O)c3cn(C)cn3)cc2OC[C@H]1C	-3	-1	13	-7	1	-2	5	-10
